Screening results as filed in PubChem.
Myeloid diff 2: induction of myeloid progenitor differentiation, primary screen, cell-based, flow cytometry, MLPCN library | hit rate 1% among 360,000 | ER-HoxA9 myeloid progenitors, lysozyme-GFP differentiation | AID 624256, 2012 | calls only at 10 µM;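 active = normalized GFP-positive differentiation at or above the plate's own cutoff, the solvent-only control mean plus 3 SD; inconclusive = no clear call, values can overlap the other calls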;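 note: cells exposed to compound for four days before flow analysis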
Myeloid diff 2 GFP+ MAC1+ %: recorded beside Myeloid diff 2, whose call it bears; GFP+ MAC1+ double positive, %; measured here: differentiation confirmed by MAC1 staining
Starred values were filed as active, the others as inactive; i = inactive; ? = inconclusive; · = no result given. Only part of the results is shown, so the mix of outcomes need not match the whole.

SMILES	Myeloid diff 2	Myeloid diff 2 GFP+ MAC1+ %
CC(=O)NS(=O)(=O)c1ccc(NC(=O)c2ccc(NC(=O)c3cccs3)cc2)cc1	i	0.5
O=C1CCC(C(=O)OCC(=O)N2N=C3/C(=C\c4ccccc4)CCCC3C2c2ccccc2)N1 (configuration not stated)	i	1.2
C[C@H](CO)N1C[C@H](C)[C@@H](CN(C)CC2CCCCC2)Oc2ccc(NS(C)(=O)=O)cc2C1=O	i	1.3
Cc1ccc(OCCNC(=O)CNC(=O)c2ccc(Cl)c([N+](=O)[O-])c2)cc1	i	0.5
CCn1c(SCC(=O)NCC2CCCO2)nc2ccccc21 (configuration not stated)	i	0.7
CCc1ccc(NC(=O)COC(=O)Cn2cnc3ccccc32)cc1	i	0.9
CN(C(=O)CSc1nnc(-c2ccco2)n1Cc1ccccc1)C1CCS(=O)(=O)C1 (configuration not stated)	i	2.0
O=C1OCCC1(c1ccccc1)c1ccccc1	i	1.1
CC(=O)N1CCN(C(=O)c2ccc(C)c(S(=O)(=O)N3CCCCC3)c2)CC1	i	0.2
CCOC(=O)C1=C(C)N(CCCC(=O)O)C(=O)NC1c1ccccc1OS(=O)(=O)c1ccc([N+](=O)[O-])cc1 (configuration not stated)	i	0.9
CCc1nc2ccc(C(=O)N3CCN(C(C)=O)CC3)cn2c1N(C)C(=O)c1cccc(OC)c1	i	1.4
O=C(NCCS(=O)(=O)NCCc1ccccc1)c1ccc2c(c1)OCO2	i	0.7
O=[N+]([O-])c1ccccc1S(=O)(=O)Nc1cccc(S(=O)(=O)N2CCCC2)c1	i	0.6
C=C1c2c(Cl)ccc(O)c2C(O)=C2C(=O)[C@]3(O)C(O)=C(C(N)=O)C(=O)[C@@H](N(C)C)[C@@H]3[C@@H](O)C12 (some centres not stated)	i	2.4
CCOc1ccc(NC(=O)CN(C)C(=O)Cn2c(=O)cnc3ccccc32)cc1OCC	i	0.6

Overlap with the part before: 5 compounds, followed by the next part.
SMILES	Myeloid diff 2	Myeloid diff 2 GFP+ MAC1+ %
CCc1nc2ccc(C(=O)N3CCN(C(C)=O)CC3)cn2c1N(C)C(=O)c1cccc(OC)c1	i	1.4
O=C(NCCS(=O)(=O)NCCc1ccccc1)c1ccc2c(c1)OCO2	i	0.7
O=[N+]([O-])c1ccccc1S(=O)(=O)Nc1cccc(S(=O)(=O)N2CCCC2)c1	i	0.6
C=C1c2c(Cl)ccc(O)c2C(O)=C2C(=O)[C@]3(O)C(O)=C(C(N)=O)C(=O)[C@@H](N(C)C)[C@@H]3[C@@H](O)C12 (some centres not stated)	i	2.4
CCOc1ccc(NC(=O)CN(C)C(=O)Cn2c(=O)cnc3ccccc32)cc1OCC	i	0.6
CN1OC[C@@H]2CN(S(=O)(=O)c3cccc(C(F)(F)F)c3)[C@H](c3ccc(-c4cccnc4)cc3)C[C@@H]21	i	1.0
Cc1ccc(C)c(S(=O)(=O)N2CCCC2CNC(=O)C(=O)NCc2ccccn2)c1 (configuration not stated)	i	0.6
N#CC(c1ccc(N)cc1)C(CC(=O)c1ccccc1)c1ccccc1 (configuration not stated)	i	1.0
Cc1nn(Cc2ccccc2)c(C)c1C(=O)NCC(c1cccs1)N1CCOCC1 (configuration not stated)	i	1.4
COc1cccc(NC(=O)N(C)C[C@H]2Oc3cc(C#Cc4ccncc4)ccc3S(=O)(=O)N([C@H](C)CO)C[C@H]2C)c1	i	1.2
COC(=O)c1c(C)[nH]c(C(=O)C(C)OC(=O)c2ccco2)c1C (configuration not stated)	i	0.2
CC#CCN1C(=O)N[C@@H](c2ccccc2)C(C(=O)OC)=C1C	i	1.3
CC(C)[C@H](NC(=O)c1cccc(CN(Cc2ccccc2)C(=O)/C=C/c2ccccc2)c1)C(=O)O	i	0.6
COc1ccc(NS(=O)(=O)c2cccc(C(=O)NNC(=O)c3cc(S(N)(=O)=O)ccc3OC)c2)cc1	i	0.3
CC(CCN1CCC(CN2C(=S)NCC2Cc2ccccc2)CC1)c1ccccc1 (configuration not stated)	i	0.9
CCc1noc(C)c1C(=O)NCCc1ccc(S(N)(=O)=O)cc1	i	0.6
Cc1ccc(C(=O)CN(CCC(=O)O)C(=O)c2ccncc2)cc1	i	1.9
COc1ccccc1NC(=O)c1ccc(Cl)c(S(=O)(=O)NCc2ccco2)c1	i	0.7
CCc1nc2ccc(C(=O)N(CC)CCN(C)C)cn2c1N(C)Cc1cccs1	i	0.3
CCOC(=O)C1CCN(C(=O)c2ccc(S(=O)(=O)Nc3ccccc3Cl)cc2)CC1	i	0.4
Cn1cnnc1SCC(=O)Nc1ccc2ccccc2c1	i	0.8
N#Cc1ccccc1NC(=O)COC(=O)C1CCN(C(=O)c2ccc(Cl)cc2)CC1	i	2.0
CS(=O)(=O)c1cccc(-c2ccc3nncn3c2)c1	i	1.2
O=P(O)(Cc1ccccc1)c1ccccc1	i	0.6
Cc1cccc(S(=O)(=O)N(C)C[C@H]2OCc3cnnn3CCCC(=O)N([C@H](C)CO)C[C@H]2C)c1	i	0.2
O=C1CSC(=S)N1N=Cc1ccc(Cl)cc1Cl	i	1.3
C[C@H](CO)N1C[C@H](C)[C@@H](CN(C)S(=O)(=O)c2cccs2)Oc2c(NC(=O)c3ccncc3)cccc2C1=O	i	1.3
OCC[C@@H]1C[C@H](O)[C@@H](O)[C@]2(CCCCO2)O1	i	3.4
CC(C)(C)NC(=O)C(c1ccncc1)n1c(=O)c(-c2cc3ccccc3[nH]2)nc2ccccc21 (configuration not stated)	i	6.8
COC(=O)c1ccc(/C=C/C(=O)OCC(=O)NCc2cccs2)cc1	i	0.9
CSc1ccc(C=O)cc1	i	1.4
COc1cccc(N2CC(NS(=O)(=O)c3cccs3)CC2=O)c1 (configuration not stated)	i	0.2
Cc1cc2cc3n(c2nn1)N=C(Cl)CC3	i	1.1
O=C(COC(=O)/C=C/c1ccccc1[N+](=O)[O-])Nc1ccc(S(=O)(=O)N2CCOCC2)cc1	i	0.2
Cc1cccc2nc(C(=O)Nc3cc(Cl)ccc3-n3cncn3)cn12	i	0.6
CN1C(=O)N(CC(=O)Nc2nccs2)C(=O)C12CCCCC2	i	0.6
O=C(Nc1cc(C(=O)N2CCN(c3ccccc3)CC2)ccc1Cl)c1cccs1	i	0.3
CCN(Cc1ccccc1)C(=O)c1cc(S(=O)(=O)N2CCOCC2)ccc1N1CCCC1	i	0.8
O=C(C[n+]1cccc(C(=O)Nc2ccccc2)c1)c1ccccc1	i	1.1
O=C(Nc1ccccc1)C1=C[C@H](c2ccccc2)C[C@H](OCCCCO)O1	i	2.3
Cc1ccc(S(=O)(=O)Nc2ccccc2F)cc1C(=O)OC(C)C(=O)N1CCOCC1 (configuration not stated)	i	1.0
CC(=O)c1ccc(S(=O)(=O)Oc2ccc(C(=O)O)cc2Cl)cc1	i	0.7
Cc1ccc(NC(=O)[C@@H]2CCCN2C(=O)c2cccs2)cc1S(=O)(=O)N1CCCCC1	i	1.1
CC(=O)C[C@H](O)CC(=O)[C@H]1OC(=O)CC/C=C\Cc2ccccc21	i	1.1
Cc1ccc(NC(=O)COC(=O)CC2SC(N3CCCC3)=NC2=O)cc1 (configuration not stated)	i	0.1
COc1cc(OC)cc(C(=O)NCC(=O)N2CCN(Cc3ccccc3)CC2)c1	i	1.2
CCN(C(=O)COC(=O)c1ccc(=O)n(Cc2ccccc2)n1)C1CCS(=O)(=O)C1 (configuration not stated)	i	1.1
COc1ccccc1N1CCN(C(=O)c2ccc(COc3cccc4c3OC(C)(C)C4)cc2)CC1	i	0.8
CC(C)C[C@H]1CNC(=S)N1C[C@H]1CCCN1C[C@H](Cc1ccc(O)cc1)N1C[C@H](Cc2ccccc2)N(CCc2ccccc2)C1=S	i	1.1
CCC1CCc2sc(C(=O)NNC(=O)c3ccncc3)cc2C1 (configuration not stated)	i	0.9
CCCCC1CCC(C(=O)OCC(=O)N(CCOC)c2c(N)n(Cc3ccccc3)c(=O)[nH]c2=O)CC1 (configuration not stated)	i	0.4
COc1cc(C#Cc2c(-c3cncn3C)n(C)c3ccc(-c4ccc5cc[nH]c5c4)cc23)cc(OC)c1	i	1.9
Cc1[nH]n(-c2ccccc2)c(=O)c1N=Nc1c(O)cc(S(=O)(=O)N(C)C)c2ccccc12	?	·
COc1cc2cc(CCOC(=O)c3ccco3)oc(=O)c2cc1OC	i	0.8
[O-][N+](=Cc1c(Cl)cccc1Cl)CC1(O)CCCCC1	i	1.1
COc1ccccc1OCC(=O)NCC(C)NC(=O)COc1ccccc1OC (configuration not stated)	i	1.0
C[C@]12CC[C@@H]3c4ccc(O)cc4CC[C@H]3[C@@H]1CC[C@@H]2OC(=O)CCC1CCCC1	i	5.6
CC(=O)Nc1cccc(NC(=O)CN2c3cccc4cccc(c34)S2(=O)=O)c1	i	0.1
Cc1cc(C)n2nc(SCC(=O)N3CCOCC3)nc2n1	i	0.9
O=C(NCc1ccco1)c1ccc(Cl)c(S(=O)(=O)N2CCCC2)c1	i	0.3
CC(C)C(=O)N[C@@H]1c2ccccc2CC[C@@H]1O	i	0.8
CCN(C(=O)CSc1nnc(C)c(=O)[nH]1)c1cccc2ccccc12	i	0.8
COc1ccc(S(=O)(=O)NCC(=O)NCCc2ccc(OC)c(OC)c2)cc1	i	0.6
CC(C)(Oc1ccc(Cl)cc1)C(=O)NCC(c1cccs1)N1CCOCC1 (configuration not stated)	i	0.5
CN(C)c1cccc(C(=O)NNC(=O)CN2C(=O)C3CC=CCC3C2=O)c1 (configuration not stated)	i	0.6

(more compounds)
SMILES	Myeloid diff 2	Myeloid diff 2 GFP+ MAC1+ %
CCOC(=O)c1ccc(S(=O)(=O)N2CCN(C(=O)C3CSC4(C)CCC(=O)N34)CC2)cc1 (configuration not stated)	i	0.4
CCOC(=O)N1CCN(S(=O)(=O)c2ccc(C(=O)N(CCCN(C)C)c3nc4cc(OC)ccc4s3)cc2)CC1	i	0.8
CN(C(=O)c1cccc(NC(=O)Cc2cccc(NC(=O)C3CCN(C(=O)C4CCCC4)CC3)c2)c1)C1CCC1	i	0.4
CC(=O)c1cccc(NC(=O)C2Cc3c(-c4ccco4)ccnc3O2)c1 (configuration not stated)	i	0.8
CCCCC(=O)Nc1ccc(C)c(S(=O)(=O)N2CCCCCC2)c1	i	1.2
CC1CCCN(C(=O)c2cc(-c3cccs3)nc3ccccc23)C1 (configuration not stated)	i	0.5
CCOC(=O)C1(CCOc2ccccc2)CCN(C(=O)CCSC)CC1	i	0.5
O=S(=O)(NCC(c1ccc2c(c1)OCO2)N1CCOCC1)c1ccccc1 (configuration not stated)	i	0.4
Cc1ccc(/C=C/S(=O)(=O)NCC(=O)OCC(=O)Nc2c(F)cccc2F)cc1	i	1.6
CCC1(c2ccccc2)C(=O)N(C(=O)OC(C)(C)C)N1C(=O)OC(C)(C)C (configuration not stated)	i	3.0
COC(=O)c1ccc(C(NC(=O)OCc2ccccc2)/C(F)=C/[C@@H](C)C(=O)O)cc1 (some centres not stated)	i	2.1
CCOc1ccc(C(=O)N2CCN(c3ncccn3)CC2)cc1	i	1.1
Cc1ccccc1C(=O)NNC(=O)C1CCN(C(=O)Nc2ccccc2)CC1	i	0.8
O=C(NCCCN1CCCC1=O)c1cccc(S(=O)(=O)NCc2ccccc2)c1	i	0.5
FC(F)C(F)(F)Oc1cccc(Nc2nccn3c(-c4ccc5ccccc5c4)cnc23)c1	i	0.9

A section from further up, as a working copy:
SMILES	Myeloid diff 2	Myeloid diff 2 GFP+ MAC1+ %
CCOc1ccc(C(=O)N2CCN(c3ncccn3)CC2)cc1	i	1.1
Cc1ccccc1C(=O)NNC(=O)C1CCN(C(=O)Nc2ccccc2)CC1	i	0.8
O=C(NCCCN1CCCC1=O)c1cccc(S(=O)(=O)NCc2ccccc2)c1	i	0.5
FC(F)C(F)(F)Oc1cccc(Nc2nccn3c(-c4ccc5ccccc5c4)cnc23)c1	i	0.9

Next structures.
SMILES	Myeloid diff 2	Myeloid diff 2 GFP+ MAC1+ %
CSCCC(NC(=O)c1ccccc1Cl)C(=O)N1CCN(C(C)=O)CC1 (configuration not stated)	i	0.6
CC(C)CC#Cc1ccc2c(c1)O[C@H](CN(C)C(=O)Nc1ccccc1)[C@@H](C)CN([C@H](C)CO)S2(=O)=O	i	0.2
Cc1ccc(NS(=O)(=O)c2ccc(C(=O)N3CCN(S(=O)(=O)c4ccccc4)CC3)cc2)cc1	i	1.1
Nc1c(N(Cc2ccccc2)C(=O)COc2ccc([N+](=O)[O-])cc2)c(=O)[nH]c(=O)n1Cc1ccccc1	i	1.0
CCN1C(N(C)C)=NC[C@@H]1Cc1ccccc1	i	0.9
NS(=O)(=O)c1ccc(CCNC(=O)c2cccc(S(=O)(=O)N3CCc4ccccc43)c2)cc1	i	0.7
O=C(c1cc(-c2cccnc2)nc2ccccc12)N1CCN(S(=O)(=O)c2ccc(Cl)s2)CC1	i	2.0
COc1ccc(CNC(=O)CCN2C(=O)c3ccccc3S2(=O)=O)cc1	i	0.8
CCOC(=O)C1=CNS(=O)(=O)NC1c1ccc(C)cc1 (configuration not stated)	i	0.5
COc1cccc(CNC(=O)CN2c3cccc4cccc(c34)S2(=O)=O)c1	i	0.7
O=C(NCCS(=O)(=O)N1CCN(c2ccccc2)CC1)c1ccc2c(c1)OCO2	i	0.3
